# MEKK2 WT-MEK5 = raises or lowers MEK5 binding to wildtype human MEKK2 PB1 domain. AID 1531. Q9Y2U5. binding response (% of control), % at 10 µM. 1.1% of 290,000 active. bead flow cytometry, Alexa488-MEK5 binding to MEKK2 WT; actives lie on both sides; in the data active means binding response below about 67% or above about 130%
# MEKK2mut PB1 HTS = signal of MEK5 binding to mutant human MEKK2 PB1 domain. bead flow cytometry, Alexa488-MEK5 binding to MEKK2 mutant. percent response, % at 10 µM. 0.35% of 290,000 active; in the data active means percent response above about 24%, passing the limit was not always enough; further: inactives centre near 1; some results filed as inactive read as strong as hits; reference of the scale not given here
# IDE cell activ = activators of human insulin-degrading enzyme in cells | AID 493087 | P14735 | HEK cells, FAbeta-B cleavage, fluorescence polarization; 0% vehicle, 100% cell-free pure enzyme wells | activation, % at 5.96 µM | 0.073% of 340,000 active;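 active means activation above the mean of all tested compounds plus 3 SD, set per screening campaign, cut at about 17% in these data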
# pCIP destab = compounds decreasing mouse p/CIP protein stability; Q05BA5; F442A p/CIP-EGFP cells, EGFP fluorescence, 16 h; decrease of EGFP signal, % at 10 µM; 0.01% of 290,000 active; AID 1984;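 active means EGFP signal decrease of at least 30% at 10 µM or well 3 SD below plate mean, unless failing retest; inactive means the rest, including hits failing retest or dose response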; further: some compounds called inactive have numbers as strong as hits; many of its hits are not listed in these tables
# Target sequence (Q05BA5 1-1403): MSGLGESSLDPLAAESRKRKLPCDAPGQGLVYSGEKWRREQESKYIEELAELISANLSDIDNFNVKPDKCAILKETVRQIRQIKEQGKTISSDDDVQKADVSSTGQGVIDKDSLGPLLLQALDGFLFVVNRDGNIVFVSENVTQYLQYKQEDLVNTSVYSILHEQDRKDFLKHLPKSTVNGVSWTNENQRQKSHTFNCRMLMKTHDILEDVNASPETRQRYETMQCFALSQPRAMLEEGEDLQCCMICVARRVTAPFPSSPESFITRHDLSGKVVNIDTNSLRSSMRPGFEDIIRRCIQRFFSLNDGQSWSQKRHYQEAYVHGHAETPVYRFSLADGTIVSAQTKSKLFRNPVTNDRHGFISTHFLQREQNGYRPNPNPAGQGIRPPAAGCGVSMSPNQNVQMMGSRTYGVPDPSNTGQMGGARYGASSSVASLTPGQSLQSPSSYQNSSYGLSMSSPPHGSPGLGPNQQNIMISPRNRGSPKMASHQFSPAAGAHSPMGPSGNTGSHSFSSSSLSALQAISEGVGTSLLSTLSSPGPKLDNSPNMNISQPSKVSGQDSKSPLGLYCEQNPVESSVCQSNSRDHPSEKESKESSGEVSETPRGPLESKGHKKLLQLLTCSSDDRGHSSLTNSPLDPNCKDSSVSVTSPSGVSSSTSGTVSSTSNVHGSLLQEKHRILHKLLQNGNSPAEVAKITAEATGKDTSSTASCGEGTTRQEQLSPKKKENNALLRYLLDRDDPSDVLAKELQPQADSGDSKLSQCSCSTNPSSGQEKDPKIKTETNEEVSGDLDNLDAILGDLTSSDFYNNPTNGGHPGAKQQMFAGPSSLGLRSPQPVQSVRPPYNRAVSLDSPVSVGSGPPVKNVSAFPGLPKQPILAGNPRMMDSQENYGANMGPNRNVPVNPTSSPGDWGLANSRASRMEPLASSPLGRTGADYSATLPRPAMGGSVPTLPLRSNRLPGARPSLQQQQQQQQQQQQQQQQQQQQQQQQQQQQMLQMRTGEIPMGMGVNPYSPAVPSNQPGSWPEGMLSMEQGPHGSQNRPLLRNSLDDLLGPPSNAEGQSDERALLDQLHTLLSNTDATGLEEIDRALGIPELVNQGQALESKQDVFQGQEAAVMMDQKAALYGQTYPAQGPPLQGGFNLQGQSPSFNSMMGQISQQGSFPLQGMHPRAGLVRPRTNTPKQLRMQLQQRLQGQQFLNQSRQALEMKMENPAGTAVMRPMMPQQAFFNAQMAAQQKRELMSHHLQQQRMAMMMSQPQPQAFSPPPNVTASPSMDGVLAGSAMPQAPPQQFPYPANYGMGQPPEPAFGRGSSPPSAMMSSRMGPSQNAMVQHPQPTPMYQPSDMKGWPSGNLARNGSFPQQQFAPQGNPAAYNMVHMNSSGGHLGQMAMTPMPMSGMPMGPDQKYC
# NALP1 yeast inh = blocks the NALP1 inflammasome reconstituted in yeast. S. cerevisiae NALP1/ASC/caspase-1 growth, X-gal OD620, 72 h. inhibition, % at 10 µM. 0.61% of 280,000 active. AID 2071; in the data active means inhibition mostly above about 24%, no sharp cut-off; inactive means mostly below about 32%; further: some compounds called inactive have numbers as strong as hits
# IDE cell inh = inhibitors of human insulin-degrading enzyme in cells; HEK cells, FAbetaB cleavage, fluorescence polarization; inhibition, % at 5.59 µM; 0.41% of 320,000 active;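 active means percent inhibition above the average of all tested compounds plus 3 SD, set per screening campaign, cut at about 16% in these data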;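 further: IDE supplied by intact live HEK cells; FP after avidin binding of uncleaved biotin substrate so inhibition keeps polarization high; 0% = DMSO wells and 100% = 60 µM reference IDE inhibitor Ii1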
# SUMO HTRF inh = blocks human SUMOylation mediated by UBC9 | P63279 | HTRF SUMOylation assay, SAE1/SAE2 + UBC9, in vitro | inhibition, % at 35 µM | 0.36% of 290,000 active | AID 2006; in the data active means inhibition above about 50%, passing the limit was not always enough; further: strong numbers were not always called active
# PfM18AAP inh = PfM18AAP enzyme inhibition | recombinant PfM18AAP, H-Glu-NHMec fluorogenic cleavage | inhibition, % at 7.35 µM | 1.2% of 290,000 active;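 active means inhibition above the campaign mean inhibition over all tested compounds plus 3 SD, cut at about 28% in these data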;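 further: 0% = plate median of test compound wells and 100% = 2 mM ZnCl2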
# MEKK3 PB1 HTS = raises or lowers MEK5 binding to the human MEKK3 PB1 domain; binding response (% of control), % at 10 µM; Q99759; bead-based flow cytometry, Alexa488-MEK5 binding to MEKK3; actives lie on both sides; 0 = blocked by unlabeled MEK5, 100 = vehicle; 1.4% of 290,000 active;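 active means binding response more than 3 SD above or below the average of its plate-row segment, actives on both sides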;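 further: Alexa488 bead fluorescence after subtracting the streptavidin-only scavenger bead signal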
# * marks the source's active call; other numbers are inactive results; . = no result given. These rows are one share of the data; the hit share may differ from the screen's.
SMILES,MEKK2 WT-MEK5,MEKK2mut PB1 HTS,IDE cell activ,pCIP destab,NALP1 yeast inh,IDE cell inh,SUMO HTRF inh,PfM18AAP inh,MEKK3 PB1 HTS
Nc1c(C(=O)OCc2ccccc2)c2nc3ccccc3nc2n1Cc1cccs1,113,-1,-1,-11,5,2,8,12,100
O=C(O)[C@@H]1C[C@H]1[C@@H](NP(=O)(c1ccccc1)c1ccccc1)c1ccccc1,101,-2,3,3,32,-3,-5,1,97
Cc1ccccc1CN1CCNCC1,93,-5,-3,-4,14,1,9,0,98
CC(C)OC12Oc3ccccc3C=C1N1CCC2CC1 (stereo unspecified),101,-4,-2,-2,19,-2,25,-1,94
COC(=O)C(O)(c1ccc(NC(=S)NC(=O)c2ccccc2)cc1)C(F)(F)F (stereo unspecified),104,6,2,-2,-9,2,-30,-4,103
O=[N+]([O-])/C=C1/NCCN1Cc1ccc(Cl)nc1,104,7,7,3,-6,-5,10,6,105
O=C(C1CCN(S(=O)(=O)N2CCOCC2)CC1)N1CCC2(CC1)OCCO2,107,12,-9,-16,23,6,11,-2,103
Cn1ncnc2c(=O)n(C)c(=O)nc1-2,104,5,3,36,14,-3,102*,.,105
CCCC(=O)NC(Oc1ccccc1Cl)C(Cl)(Cl)Cl (stereo unspecified),101,2,0,8,-6,1,-10,-12,104
FCCN(CCF)c1cccc(Cl)c1,100,2,.,-5,-9,-2,7,-1,96
CC(C)CCNC(=O)c1c(N)n(Cc2ccc3c(c2)OCO3)c2nc3ccccc3nc12,112,9,-2,-4,9,2,101,-2,112
COc1ccc(CC2c3cc(OC)c(OC)cc3CCN2C)cc1OC (stereo unspecified),103,2,4,-9,0,2,25,-5,106
Fc1ccccc1N1CCN(Cc2ccc3c(c2)OCO3)CC1,97,-8,4,-3,24,9,16,2,94
CCC(=O)N1CC(=O)Nc2ccc(Cl)cc2C1c1ccc(F)cc1 (stereo unspecified),106,1,3,-11,-20,-2,-13,-13,102
O=c1[nH]c(=S)n(CCC2=CCCCC2)c(O)c1C=NC1CCN(Cc2ccccc2)CC1,131,21,6,6,5,2,-16,7,104
O=C(Cc1cc(=O)[nH]c(=O)[nH]1)N1CCN(CCO)CC1,107,10,9,1,1,.,8,6,108
O=C(CCN1CCOCC1)Nc1ccc(Br)cc1C(=O)c1ccccc1,108,9,7,-2,-14,5,15,13,100
CCCCCCCn1c(=O)c(C(=O)Nc2cnccn2)c(O)c2ccccc21,102,4,-1,-21,.,5,3,-2,101
O=c1[nH]c(=O)n(-c2ccc(Br)cc2)c(O)c1C=NCCN1CCCCC1,97,-1,-4,-5,26,-2,25,-11,100
Cc1cc(=O)[nH]c(CCl)n1,97,-3,.,0,-10,3,-1,-8,100
COC(=O)C1C2c3ccccc3OC1(C)N=c1s/c(=C/c3cnn(C)c3C)c(=O)n12 (stereo unspecified),87,-9,4,-4,13,4,4,-3,93
CNS(=O)(=O)c1ccc(-c2ccc(C=C3C(=O)NC(=O)NC3=O)o2)cc1,101,-2,-1,-18,16,1,15,-2,100
Cc1c2cnn(CC(=O)N3CCC4(CC3)OCCO4)c(=O)c2c(C)n1Cc1ccccc1,106,3,4,0,6,-1,-2,-12,103
CC(C)CN1CCN(Cc2ccc(C(F)(F)F)cc2)CC1CCO (stereo unspecified),103,-9,3,1,10,-1,15,-9,95
O=C1NC(=O)N(CCc2ccc(F)cc2)C(=O)/C1=C\C=C\c1ccccc1,81,-15,2,-5,-3,.,19,2,92

# The list goes on.
SMILES,MEKK2 WT-MEK5,MEKK2mut PB1 HTS,IDE cell activ,pCIP destab,NALP1 yeast inh,IDE cell inh,SUMO HTRF inh,PfM18AAP inh,MEKK3 PB1 HTS
CN1CCC(O)(c2ccccc2)C(C(=O)c2ccccc2)C1 (stereo unspecified),108,8,3,-24,-8,0,6,1,103
CCOC(=O)[C@]1(C#N)[C@@H]2C=CC(C(C)=O)=CN2[C@@H](C(N)=O)[C@@H]1c1ccsc1,100,2,-1,-19,22,7,29,-2,100
COc1ccccc1OCCCn1cc(C=O)c2ccccc21,96,4,6,-14,-2,0,-4,-3,102
CC(=O)OC1N=C(c2ccc(Cl)cc2)c2cc(Br)ccc2NC1=O (stereo unspecified),104,3,3,-17,-2,-6,-1,-9,117
CN(Cc1ccccc1)Cc1ccccc1OC(=O)N(C)C,96,-5,-2,2,8,1,6,0,99
COc1cc2c(cc1OC)C(C1c3cc4c(cc3CCN1C)OCO4)OC2=O (stereo unspecified),107,3,4,12,10,-1,-10,6,105
CCCC(CCC)C(=O)OC[N+](C)(C)CCOC(=O)C(O)(c1ccccc1)C1CCCC1 (stereo unspecified),104,-4,5,-4,28*,3,24,5,99
Fc1ccc(CNCCc2ccccc2)cc1,100,-1,11,30,-27,2,7,1,94
COc1ccc(CCn2c(O)c(C=NCc3cccnc3)c(=O)[nH]c2=O)cc1OC,100,3,-3,-17,-2,-1,5,3,95
Cc1nc(N2CCN(Cc3ccc4c(c3)OCO4)CC2)[nH]c(=O)c1C,101,-3,1,4,4,.,-7,1,103
O=Cc1cn(Cc2c(F)cccc2Cl)c2ccccc12,75,-12,2,10,8,5,15,-4,76
Cn1c(=O)c2c(ncn2CCCl)n(C)c1=O,102,12,1,4,7,4,10,1,109
O=C1NC(=O)N(c2ccc(F)cc2)C(=O)/C1=C/c1ccc(N2CCOCC2)cc1,99,-3,-3,2,42,-3,18,2,99
CCCCn1c(N)c(C(=O)NCCN2CCOCC2)c2nc3ccccc3nc21,116,14,3,4,22,2,44,15,114
CC(C)(O)[C@H]1O[C@H]2CC[C@@]3(C)[C@@](O)(CC[C@H]4Cc5c([nH]c6ccccc56)[C@@]43C)C2=CC1=O,81,3,.,-7,-6,4,-12,9,95
Cc1ccccc1CCNCc1ccc(Br)cc1,106,-2,-2,1,41,5,-3,3,102
CCC1C2CC3C4N(C)c5ccccc5C45CC(C2C5O)N3[C@@H]1O (stereo partly specified),101,1,3,-6,-14,0,46,-9,101
CCOC(=O)Cn1cc(C=C2C(=O)N(C)C(=O)N(C)C2=O)c2ccccc21,105,5,5,-6,11,4,1,10,104
CN1C(=O)C(=Cc2ccc(N3CCCCC3)o2)C(=O)N(C)C1=S,99,-2,-11,-169,13,9,11,-6,104
CCCNS(=O)(=O)c1ccc(OCC(=O)N2CCN(C)CC2)cc1,92,-2,3,-8,-8,0,3,-2,91
COc1cccc(-n2c(O)c(C=NCc3ccc4c(c3)OCO4)c(=O)[nH]c2=O)c1,114,8,0,6,13,1,-20,-4,106
O=C1NC(=O)N(CC2CCCO2)C(=O)/C1=C/c1cccs1 (stereo unspecified),99,2,6,-4,9,4,12,4,99
COc1ccc(C(=O)C2CCCN(Cc3cnc(C)s3)C2)cc1OC (stereo unspecified),110,8,-1,-16,1,-2,15,-9,105
CCCCCn1c(NC(=O)c2ccco2)c(C(=O)OCC)c2nc3ccccc3nc21,93,-6,0,-11,38,-4,101*,11,94
Cc1ccc2cc3cc(C(=O)N4CCC5(CC4)OCCO5)oc3nc2c1,110,9,3,3,4,0,19,-6,105

# (next part)
SMILES,MEKK2 WT-MEK5,MEKK2mut PB1 HTS,IDE cell activ,pCIP destab,NALP1 yeast inh,IDE cell inh,SUMO HTRF inh,PfM18AAP inh,MEKK3 PB1 HTS
CCCCOc1nc2ccccc2c(=O)n1-c1ccccc1,96,-2,-4,-10,14,-2,-14,-2,101
Cn1cc(C(=O)N2CCC3(CC2)OCCO3)c2c3ccccc3n(C)c2c1=O,86,-2,-5,-15,0,3,28,1,81
O=C(Oc1c(Cl)cc(Cl)c2ccccc12)N1CCCCC1,97,3,1,-4,-31,3,-12,1,100
CN1C(=O)C(Cc2ccsc2)C(=O)N(C)C1=O,102,7,4,-13,19,-5,6,-1,106
COc1nc(C)nc(NC(=O)NS(=O)(=O)c2ccccc2Cl)n1,108,1,4,.,.,1,.,.,109
COc1ccc(Cc2c(O)[nH]c(=O)[nH]c2=O)c(OC)c1,98,-1,4,-5,.,2,7,3,100
COc1ccc(OCC(=O)Nc2ccc(Cl)cc2C(=O)c2ccccc2)cc1,101,1,-1,-15,5,7,28,4,105
COc1c(C)cc(C(=O)C2CCCN(Cc3cnc(C)s3)C2)cc1C (stereo unspecified),89,-9,0,-1,12,3,18,2,92
COc1ccc(-c2cc(=NCCC(=O)O)c3cc(C)ccc3o2)cc1,98,-9,-2,0,7,.,39,2,101
CC(NS(=O)(=O)OCC(Cl)(Cl)Cl)c1ccccc1 (stereo unspecified),98,-1,-2,-6,-1,-6,8,-11,101
CC(=O)Nc1ccccc1C(=O)OCC(=O)c1ccc2c(c1)OCCO2,91,-4,3,-8,14,3,13,-6,101
CCc1c(C(=O)NN2C(=O)C3C4CCC(O4)C3C2=O)csc1C (stereo unspecified),101,1,-1,-13,25,3,9,-14,104
Cn1cccc1CNCCc1ccccc1F,112,8,6,-10,-9,1,14,0,101
CC1(C)CC(=O)C(C2(O)C(=O)NC(=O)NC2=O)=C(O)C1,98,0,-6,1,11,-1,9,-6,99
Cn1cc(C(O)CN2CCCCC2)c2ccccc21 (stereo unspecified),102,0,-1,9,18,5,10,-5,103
O=C1/C(=C/c2cccc([N+](=O)[O-])c2)N2CCC1CC2,93,-5,-3,4,69,3,0,4,94
CCCCn1c(O)c(C(C)=NCc2ccc3c(c2)OCO3)c(=O)[nH]c1=O,97,-15,5,12,-7,12,-2,-1,95
Cc1ccc2c(c1Cl)NC(C(=O)O)C1CC(Sc3ccccc3[N+](=O)[O-])C(Cl)C21 (stereo unspecified),81,-23,-5,-2,.,4,32,11,84
C#CC[N+]1(C)[C@@H]2CC(OC(=O)C(CO)c3ccccc3)C[C@H]1C(O)C2 (stereo partly specified),100,-1,3,-9,14,1,-4,-7,100
Cc1[nH]c2ccccc2c1/C=N/O,103,1,4,4,24,4,24,-8,100
CC(=O)O[C@]1(C)C(=O)OC/C2=C/CN(C)CCC(OC(=O)[C@@](O)(C(C)O)C[C@H]1C)C2=O (stereo partly specified),111,9,2,-9,12,-2,4,-8,104
CCCCc1ncc(CN2CCCC(C(=O)c3ccc(SC)cc3)C2)[nH]1 (stereo unspecified),116,2,7,7,12,-1,4,-11,102
CC(C(=O)c1cn(C)c2ccccc12)c1ccccc1 (stereo unspecified),95,-3,-4,2,10,3,20,10,95
O=C1NC(=O)C2(Cc3cc([N+](=O)[O-])ccc3N3CCN(C(=O)c4ccccc4)CC32)C(=O)N1 (stereo unspecified),94,-1,2,0,9,-1,4,6,98
O=C1CCN(C(=O)Cc2ccccc2[N+](=O)[O-])CC1,101,-3,2,-1,-4,-9,-2,-9,104
CC(C)(C)n1c(O)c(C=Nc2ccc3c(c2)CCC3)c(=O)[nH]c1=O,103,1,4,-13,41,7,8,-1,105
O=C1Nc2cc(C(=O)N3CCC4(CC3)OCCO4)ccc2S/C1=C\c1ccccc1,101,3,2,6,3,5,.,-3,103

# Single records, from the list above:
# CC(C(=O)c1cn(C)c2ccccc12)c1ccccc1 (stereo unspecified) reads MEKK2 WT-MEK5 = 95; MEKK2mut PB1 HTS = -3; IDE cell activ = -4; pCIP destab = 2; NALP1 yeast inh = 10; IDE cell inh = 3; SUMO HTRF inh = 20; PfM18AAP inh = 10; MEKK3 PB1 HTS = 95
# CCc1c(C(=O)NN2C(=O)C3C4CCC(O4)C3C2=O)csc1C (stereo unspecified) reads MEKK2 WT-MEK5 = 101; MEKK2mut PB1 HTS = 1; IDE cell activ = -1; pCIP destab = -13; NALP1 yeast inh = 25; IDE cell inh = 3; SUMO HTRF inh = 9; PfM18AAP inh = -14; MEKK3 PB1 HTS = 104

# Assay outcomes deposited in PubChem by several laboratories.
